# Compound activity as filed in PubChem BioAssay.
# TCR act = activators of T cell receptors. primary human leukocytes, anti-CD3, IL-2 HTRF, 48 h. Potency, µM (doses to about 9.22 µM), without a hit: top-dose activation of IL-2 secretion, most hits filed as activators. 330,000 tested, under 10 active; note: % of control where 0% means no effect
#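 IL-2 produced over 48 hr by a-CD3 bead-stimulated primary human leukocytes exposed to compounds was detected with a homogeneous time-resolved FRET immunoassay, 665nm acceptor signal after 320nm excitation.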
# hERG WT inh = KCNH2 (human, wildtype) channel inhibition | Q12809 | U2OS, BacMam KCNH2, thallium flux FluxOr; hits give low values | activity change, % at 1.84 µM | 340,000 tested, 0.37% active;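 active = maximum activity change below -70%; inconclusive = maximum activity change between -70% and -50%; inactive = maximum activity change above -50%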; note: % is set by controls: 0 for no effect and ±100 for the full control effect
# Target sequence (Q12809 whole entry, looked up): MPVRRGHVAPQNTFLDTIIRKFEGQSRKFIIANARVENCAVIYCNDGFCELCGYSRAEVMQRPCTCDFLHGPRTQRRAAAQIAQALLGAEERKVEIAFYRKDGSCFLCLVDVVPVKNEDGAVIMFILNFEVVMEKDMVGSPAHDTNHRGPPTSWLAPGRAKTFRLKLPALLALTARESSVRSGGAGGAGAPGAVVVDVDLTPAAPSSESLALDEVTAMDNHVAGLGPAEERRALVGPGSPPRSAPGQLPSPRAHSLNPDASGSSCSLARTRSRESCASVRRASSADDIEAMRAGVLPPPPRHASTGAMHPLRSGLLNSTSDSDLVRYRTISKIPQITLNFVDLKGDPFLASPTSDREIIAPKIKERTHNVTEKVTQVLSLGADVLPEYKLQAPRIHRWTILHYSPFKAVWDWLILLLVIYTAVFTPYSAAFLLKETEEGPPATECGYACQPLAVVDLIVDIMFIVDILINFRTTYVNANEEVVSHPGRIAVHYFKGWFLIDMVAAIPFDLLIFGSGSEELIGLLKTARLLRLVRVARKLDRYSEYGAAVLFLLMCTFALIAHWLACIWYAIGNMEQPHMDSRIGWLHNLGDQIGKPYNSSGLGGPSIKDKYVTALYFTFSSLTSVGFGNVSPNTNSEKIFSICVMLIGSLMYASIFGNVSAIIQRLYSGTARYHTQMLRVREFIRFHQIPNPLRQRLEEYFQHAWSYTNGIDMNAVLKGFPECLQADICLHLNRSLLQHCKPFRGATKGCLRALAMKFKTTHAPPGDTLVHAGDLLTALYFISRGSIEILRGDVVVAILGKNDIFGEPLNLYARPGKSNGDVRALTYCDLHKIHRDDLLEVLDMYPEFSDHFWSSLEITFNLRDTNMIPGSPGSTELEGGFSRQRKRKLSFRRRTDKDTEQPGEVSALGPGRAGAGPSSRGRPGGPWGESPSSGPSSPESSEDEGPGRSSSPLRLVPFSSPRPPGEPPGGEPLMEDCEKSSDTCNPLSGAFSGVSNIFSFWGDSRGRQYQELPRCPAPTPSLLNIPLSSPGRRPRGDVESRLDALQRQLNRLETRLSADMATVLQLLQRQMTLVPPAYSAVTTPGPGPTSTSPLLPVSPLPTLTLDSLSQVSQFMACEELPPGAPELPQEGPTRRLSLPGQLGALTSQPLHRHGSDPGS
#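 U2OS cells were transduced with wild-type KCNH2 virus (2.03 x 10^8 / mL) for 4 h at room temperature, then cultured overnight at 37 C. Thallium flux was read with FluxOr dye. Rate constants were normalized to DMSO controls.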
# Giardia kill = Giardia lamblia killing. Giardia lamblia trophozoite viability. activity change, % at 7.66 µM, hits read low. 340,000 tested, 0.15% active. AID 540267; in the data active = activity change below about -80%; inconclusive = between about -30% and that limit;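 note: parasites exposed to compound for two days anaerobically before the ATP read; % is set by controls: 0 for no effect and ±100 for the full control effect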
#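 Media and compound were dispensed first, then trophozoites at 100 cells/well; plates sat 48 hrs at 37 deg C without oxygen before ATP luminescence reagent was added and read after 15-30 min at room temperature.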
# Coupling enz = counter-screen for Giardia aldolase inhibitors: coupling enzyme system; 290,000 tested, 0.67% active; coupling enzyme system counterscreen, AmpLite Red fluorescence; activity change, negative = inhibition, % at 58.2 µM, hits read low; in the data active = activity change below about -30%; note: % is set by controls: 0 for no effect and ±100 for the full control effect
#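 Fluorescence at 525 nm excitation and 598 nm emission measured inhibition of the coupled detection system without aldolase. Compounds (at 57.5 uM final) were preincubated 10 min at room temperature with coupling enzyme reagent before a 20 min substrate/AmpLite Red step.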
# Tb PFK block = blocks T. brucei phosphofructokinase | O15648 | T. brucei PFK, ADP-Glo luminescence | Potency, µM (doses to about 57.5 µM), for the others: at the highest dose activity, negative = inhibition, usual class: inhibitors | 330,000 tested, 0.17% active | AID 485367;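 note: potency is the fitted concentration of half-maximal effect; 0% = uninhibited 1x PFK enzyme wells and -100% = no-enzyme wells; nearly all actives have a fitted effect of over 60% in size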
#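 Activity is normalized to no-enzyme wells (full inhibition) and 1.25 nM enzyme wells (no inhibition). Reaction: 0.5 mM F6P, 0.1 mM ATP, 45 min RT, ADP-Glo luminescence; concentration-response curves fitted and classed by quality.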
# AT treatment = candidate therapy for ataxia-telangiectasia; […] A-T fibroblasts, KAP-1 phosphorylation AlphaLISA; neocarzinostatin DNA damage 30 min before lysis; Potency, µM (doses to about 57.5 µM), inactives show at the highest dose activation, most hits filed as activators; 320,000 tested, 0.19% active; AID 485349; note: potency is the fitted concentration of half-maximal effect; % of control where 0% means no effect; nearly all actives have a fitted effect of over 45% in size
#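 ATM-like activity read as KAP-1 phosphorylation via AlphaLISA donor/acceptor antibody pairs after lysis and 6 hr at 25C. Cells were ATM-null patient fibroblasts ([…], hTERT), dosed 60 min, then exposed to the DSB inducer NCS for 30 min.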
# GALK inhibitor = blocks human galactokinase activity; P51570; Potency, µM (series often up to 57.5 µM), for inactives: at the top dose activity change, negative = inhibition, most hits filed as inhibitors; 270,000 tested, 0.007% active; Purified GALK, Kinase-Glo residual ATP luminescence; note: potency is the fitted concentration of half-maximal effect; % is set by controls: 0 for no effect and ±100 for the full control effect
#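 ATP-depletion format; final 35 uM ATP, 100 uM D-galactose, 5 nM enzyme; pH 8.0 HEPES/Mg2+ buffer; 60 min RT; luminescence read 10 min after detection reagent.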
# TSHR antagonist = blocks TSH signaling through the human TSH receptor | 330,000 tested, 0.2% active | AID 504810 | TSHR-expressing cells, TSH-stimulated cAMP HTRF, 2 h; hits give low values | activity change, negative = inhibition, % at 11.5 µM | P16473;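 active = activity change below a set negative limit, meaning inhibition stronger than a set level, cut at about -70% in these data; inconclusive = activity change between two set negative limits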; note: % is set by controls: 0 for no effect and ±100 for the full control effect
#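 Read-out is FRET at 665 nm (cryptate excitation 337 nm) from a cryptate-tagged anti-cAMP antibody, competed by cell cAMP against cAMP-d2. Compounds are tested on freshly harvested TSHR cells challenged with 4nM TSH (EC80) for 2 hours at 37 deg C.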
# MLL CXXC-DNA inh = inhibitors of human MLL CXXC domain-DNA interaction. Q03164. MLL-CXXC / FITC-HOXA9 DNA fluorescence polarization. Potency, µM (titrated, usually from 115 µM), without a hit: at the highest dose activity change, negative = inhibition, usual class: inhibitors. 290,000 tested, 0.037% active. AID 2662; active = well fitted inhibition curve with a large enough effect in the polarisation, with a control signal flat, not every such curve was filed as active; inconclusive = small, poorly fitted or top-dose-only effect, or effect the other way, or a change in a side signal; inactive = no such curve, though single readings can be large or run the other way; the % refers to the polarisation; note: potency is the fitted concentration of half-maximal effect
#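 Fluorescence polarization: 7 uM MLL-CXXC (stock) preincubated 5 min with compounds, then 50 nM fluorescein-HOX-A9 DNA (stock) added; 30 min ambient. Buffer 50 mM Tris-HCl pH 7.5, 50 mM NaCl, 1 mM DTT, 0.05% BSA.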
# BCR signal inh = inhibitors of chronic active B-cell receptor signaling; AID 493014; ABC-DLBCL IkBa-CBG/CBR reporter, luminescence ratio, 4 h; Potency, µM (highest dose often 46.1 µM), without a hit: top-dose ratio change, negative = lower green/red ratio, hits mostly inhibitors; 340,000 tested, 0.05% active; active = well fitted inhibition curve with a large enough effect in the signal ratio, with a control signal flat, not every such curve was filed as active; inconclusive = small, poorly fitted or top-dose-only effect, or effect the other way, or a change in a side signal; the % refers to the signal ratio;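 note: potency is the fitted concentration of half-maximal effect; plate controls were basal doxycycline-induced cells for no effect and cells given 10 µM MG132 for full effect; MG132 reads +100%, hits lower the ratio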
#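 TMD8 human ABC-DLBCL cells with doxycycline-inducible IκBα–green luciferase fusion and unfused red luciferase, in 0.5% FBS medium; compounds up to 46 uM, 4 h at 37C. Green/red luminescence ratio, filter-overlap corrected, fitted to concentration-response curves.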
# The depositor's hits bear a star; ? = inconclusive; / = no result given; [ ] = remark or other dose. Unless noted, calls come from the whole dose curve; as a rule, active = well fitted curve in the direction sought with a large enough effect; inconclusive = small, poorly fitted or top-dose-only effect, or another doubt; inactive = no such curve, though single readings can be large; an effect the other way counts as inactive or inconclusive.
# Preview (nine entries):
SMILES,TCR act,hERG WT inh,Giardia kill,Coupling enz,Tb PFK block,AT treatment,GALK inhibitor,TSHR antagonist,MLL CXXC-DNA inh,BCR signal inh
CCC(=O)Nc1ccc2oc(-c3cccnc3)nc2c1,4%,0,2,0,1%,1%,-2%,0,2%,?
CCn1ncc(N(C)N)c(Cl)c1=O,-4%,5,3,0,3%,3%,0%,-2,32%[activator],1%
C/C(Cl)=C\Cn1c(=O)c2c(nc3n2CCS3)n(C)c1=O,1%,9,13,-1,-1%,3%,-1%,9,0%,5%
Cc1ccc(S(=O)(=O)N2CCN(C(=O)c3cc4c(C)nn(-c5ccccc5)c4s3)CC2)cc1,/,3,-3,-1,-4%,2%,-2%,5,15%,-1%
CCn1c(SCC(=O)NNC(=S)Nc2ccccc2)nnc1-c1ccc(Cl)cc1,-3%[46.1 µM],-1,0,-2,0%,0%,0%,-23,9%,-2%
COc1ccc(N(C(=O)C2COc3ccccc3O2)C(C(=O)NC2CCCCC2)c2ccccc2)cc1OC (stereo not drawn),-2%[46.1 µM],-4,8,-2,5%,3%,-1%,-10,-1%,-10%
C=CCn1cccc(/C=C/C(=O)c2ccc(C(C)(C)C)cc2)c1=S,2%[46.1 µM],-10,-20,2,0%,15%,1%,-4,51%[activator],?
CCCCn1c(SCC(=O)Nc2cc(NC(=O)c3ccco3)ccc2C)nc2ccccc2c1=O,3%,17,-9,3,1%,12%,2%,-14,-1%,0%
O=C(c1ccccc1)N1CCCC(c2ccc(Cl)cc2)=N1,/,-4,-11,5,-4%,16%,3%,-5,1%,?

# Results, previewed entries included:
SMILES,TCR act,hERG WT inh,Giardia kill,Coupling enz,Tb PFK block,AT treatment,GALK inhibitor,TSHR antagonist,MLL CXXC-DNA inh,BCR signal inh
CCC(=O)Nc1ccc2oc(-c3cccnc3)nc2c1,4%,0,2,0,1%,1%,-2%,0,2%,?
CCn1ncc(N(C)N)c(Cl)c1=O,-4%,5,3,0,3%,3%,0%,-2,32%[activator],1%
C/C(Cl)=C\Cn1c(=O)c2c(nc3n2CCS3)n(C)c1=O,1%,9,13,-1,-1%,3%,-1%,9,0%,5%
Cc1ccc(S(=O)(=O)N2CCN(C(=O)c3cc4c(C)nn(-c5ccccc5)c4s3)CC2)cc1,/,3,-3,-1,-4%,2%,-2%,5,15%,-1%
CCn1c(SCC(=O)NNC(=S)Nc2ccccc2)nnc1-c1ccc(Cl)cc1,-3%[46.1 µM],-1,0,-2,0%,0%,0%,-23,9%,-2%
COc1ccc(N(C(=O)C2COc3ccccc3O2)C(C(=O)NC2CCCCC2)c2ccccc2)cc1OC (stereo not drawn),-2%[46.1 µM],-4,8,-2,5%,3%,-1%,-10,-1%,-10%
C=CCn1cccc(/C=C/C(=O)c2ccc(C(C)(C)C)cc2)c1=S,2%[46.1 µM],-10,-20,2,0%,15%,1%,-4,51%[activator],?
CCCCn1c(SCC(=O)Nc2cc(NC(=O)c3ccco3)ccc2C)nc2ccccc2c1=O,3%,17,-9,3,1%,12%,2%,-14,-1%,0%
O=C(c1ccccc1)N1CCCC(c2ccc(Cl)cc2)=N1,/,-4,-11,5,-4%,16%,3%,-5,1%,?
CCCN1C(=O)C(NC(C)=O)c2cc(OC)ccc21 (stereo not drawn),3%,0,10,1,0%,-1%,0%,12,2%,-16%
CC(=O)c1ccc(NC(=O)Cn2cnc(S(=O)(=O)N3CCCC3)c2)cc1,5%,7,2,/,1%,0%,-4%,-6,26%,0%
COC(=O)N/N=C(\C)c1ccc(Br)cc1,-3%,9,2,0,-11%,3%,-1%,-2,4%,11%
Cc1ccc(CN2CCN(C3CCC3)CC2CCO)cc1 (stereo not drawn),6%,15,-9,2,0%,-1%,-3%,7,3%,0%
Cc1nc2ccc(NC(=O)NCCCO)cc2s1,-8%,6,7,0,-12%,7%,-6%,4,13%,-8%
CC(C)(C)[C@@H]1C=C(C(=O)NCc2ccccc2)O[C@H](OCc2ccc(CO)cc2)C1,-2%,-2,0,-15,1%,23%,2%,-1,?,9%
O=c1c2ccc(Cl)cc2[nH]c(=S)n1CCC1=CCCCC1,-3%[46.1 µM],-23,13,1,6%,7%,0%,-2,-1%,1%
COC(=O)c1cc(NC(=O)c2ccccc2)c(=O)oc1C/C=N\OCc1ccc(Cl)cc1Cl,-2%,-2,-21,1,-2%,/,2%,39,?,6%
C/C(=N/NC(=O)c1ccccc1)C(=O)O,2%,11,11,-4,-1%,-2%,0%,2,-6%,?
O=C(Nc1cccc(C(F)(F)F)c1)c1cccnc1N1CCN(c2ccccc2)CC1,2%,16,-7,-22,-4%,7%,-2%,-21,0%,?
CC(C)CN1CCC(CN(C)Cc2nc(-c3cnccn3)no2)CC1,2%,30,-14,-1,-3%,1%,1%,4,3%,-2%
C/C(=N/NC(=O)c1ccccc1)C1=C(O)CC(C)(C)CC1=O,-1%,-3,3,-3,-11%,-6%,0%,9,1%,?
CCCCOc1ccc(C(O)(CCN2CCOCC2)c2ccccc2)cc1 (stereo not drawn),13%,-2,-13,2,1%,2%,-1%,-1,-1%,0%
CCN(CC)C(=O)c1[nH]cnc1C(=O)NCc1ccc(CNC(=O)OC(C)(C)C)cc1,9%,12,-8,/,-6%,4%,/,-1,/,-3%
Cc1[nH]c2ccc(C(=O)NCCN3CCOCC3)cc2c1C,3%,-1,-13,/,0%,-15%,0%,-3,18%,2%
CCCCN1C(=O)CCC(C(=O)O)C1c1ccc([N+](=O)[O-])cc1 (stereo not drawn),-4%,-8,-7,6,0%,-4%,/,5,-5%,5%
CN1/C(=C\C(=O)CSc2nncn2C)C(C)(C)c2ccccc21,-4%[46.1 µM],0,-7,4,9%,0%,-1%,3,10%,3%
O=c1nc(N(c2ccccc2)c2ccccc2)[nH]c(=O)[nH]1,-6%,19,0,5,-12%,5%,-3%,6,1%,0%
COc1cc(CNCc2ccccn2)ccc1OCC(=O)NC1CCCCC1,-2%[46.1 µM],-16,4,-2,-9%,-4%,-2%,0,-7%,4%
CCOc1ccc(NC(=O)CSc2ccc3nnc(-c4ccccn4)n3n2)cc1,0%,-1,-4,-2,3%,1%,-1%,8,5%,-1%
O=C(NCCc1nnc2ccc(NCCCN3CCOCC3)nn12)c1ccccc1,1%,-2,-7,/,0%,2%,-6%,26,-6%,1%
Cc1ccc(N2CCN(S(=O)(=O)N3CCCCC3)CC2)cc1C,-1%,1,4,4,1%,-8%[11.5 µM],-1%,8,-1%,0%
O=c1c2cc(Br)ccc2nc(-c2cccc(C(F)(F)F)c2)n1O,3%,3,13,9,0%,-1%,/,-16,5%,-1%
CCCNC(=O)CN1C(=O)COc2ccc(S(=O)(=O)N3CCCCCC3)cc21,0%,-3,-1,/,-1%,2%,1%,-6,-1%,1%
CCCNc1c(NS(=O)(=O)c2ccc(NC(=O)CC)cc2)c(=O)oc2ccccc12,3%,2,5,/,-8%,8%,-2%,-8,5%,?
C=CCn1c(C(CC)CC)nc2ccccc21,0%,-4,5,2,2%,50%,0%,3,-11%,-1%
Cc1cccc(NC(=O)C2CCCN(C(=O)Nc3ccccc3)C2)c1C (stereo not drawn),11%,7,-8,-1,0%,8%,-1%,0,3%,?
CN(C(=O)COC(=O)c1cc(-c2ccco2)nc2ccccc12)C1CCS(=O)(=O)C1 (stereo not drawn),-5%,2,11,-15,5%,4%,6%,-4,6%,-4%
Clc1ccc(-c2cc(CN3CCOCC3)no2)cc1,0%,-13,13,1,15%,6%,0%,-5,7%,?
CC(NC(=O)c1cncc(Br)c1)c1ccc(S(N)(=O)=O)cc1 (stereo not drawn),-7%,-7,-4,0,0%,2%,0%,3,-5%,6%
NC(=O)c1ccccc1NC(=O)COc1ccc(Cl)cc1,0%,11,-10,0,3%,-9%,-3%,-8,1%,-1%
